Screening data as filed in PubChem BioAssay.
SIRT5 block – SIRT5 desuccinylase inhibitors, primary screen, biochemical, fluorescence imaging, single point, set 5 | NAD-dependent protein deacylase sirtuin-5, mitochondrial (Homo sapiens), Q9NXA8 | Purified SirT5, succinyl-peptide AMC, trypsin-coupled fluorescence | inhibition, % at 15 µM | 330,000 tested, 1.1% active | AID 652115, 2013; in the data active = inhibition above about 15%; inconclusive = no clear call, values can overlap the other calls
Target sequence (Q9NXA8 whole entry, looked up): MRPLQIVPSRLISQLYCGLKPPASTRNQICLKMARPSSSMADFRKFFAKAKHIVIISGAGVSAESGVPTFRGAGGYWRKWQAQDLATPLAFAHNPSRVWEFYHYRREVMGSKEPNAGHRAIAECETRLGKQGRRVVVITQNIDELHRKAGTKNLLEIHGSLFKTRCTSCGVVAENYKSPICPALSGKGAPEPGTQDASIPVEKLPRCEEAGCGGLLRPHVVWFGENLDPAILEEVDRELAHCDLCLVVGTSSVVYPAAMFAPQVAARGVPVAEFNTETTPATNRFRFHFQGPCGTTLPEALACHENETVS
DENV2 CPE rescue – inhibitors of DENV2 cytopathic effect, primary screen, cell-based, plate reader, single concentration; DENV2-infected cells, cytopathic effect rescue; CPE inhibition, % at 9.99 µM; 350,000 tested, 1.7% active; AID 651640, 2012; in the data active = CPE inhibition above about 20%, passing the limit was not always enough; inconclusive = no clear call, values can overlap the other calls; tested in BHK-21 cells;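 note: 0% = median of neutral control wells and 100% = median of positive control wells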
PAX8 inh HTS – inhibitors of PAX8-driven TPO luciferase reporter, primary screen, RMG-I cells, single concentration; SteadyGlo, 24 h; inhibition, % at 12.6 µM; 360,000 tested, 1.2% active;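 active = mean replicate inhibition at least 60% with every replicate also reaching 60%; inconclusive = only one of the two criteria is met; inactive = mean below 60% and not all replicates reaching 60%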;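 note: luciferase light reporting Pax8 driven TPO promoter activity; plate controls were median of neutral control wells for no effect and mitoxantrone controls for full effect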
EWS-Fli block – EWS/Fli-driven NR0B1 reporter inhibitors, primary screen, A673 cells, NR0B1 luciferase, luminescence, MLPCN library | viability-normalised | inhibition, % at 12.6 µM | 350,000 tested, 0.67% active;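 active = mean inhibition of at least 50% after viability correction, with every replicate also passing that limit; inconclusive = mean reaches 50% but only one of two replicates passes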;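 note: firefly luciferase signal divided by Alamar Blue viability fluorescence both relative to DMSO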
LGR2 inh – inhibitors of bursicon-induced LGR2 CRE-luciferase signal, primary screen, cell-based, HEK293, CRE-luciferase reporter, bursicon stimulation; bursicon-stimulated, 4 h; inhibition, % at 9.99 µM; 380,000 tested, 0.35% active;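 active = drop in luminescence signal, shown as inhibition above about 50% in the replicate tests, limit read from the data, passing the limit was not always enough; inconclusive = probably only some replicates passing the limit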;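 note: agonist challenge used bursicon conditioned medium at about half maximal strength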
Casp6 inh – human caspase-6 inhibitors, primary screen, biochemical, VEID-R110 fluorescence, single point, set 2. P55212. 350,000 tested, 0.53% active. inhibition, % at 12.5 µM. purified caspase-6, Z-VEID-R110 cleavage fluorescence. AID 686996, 2013;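 active = mean inhibition across replicates at least about 35%, with every replicate also reaching that limit, limit read from the data; inconclusive = only one of the two criteria met; inactive = neither criterion met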;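 note: 0% = median of neutral control wells and 100% = no fluorescence left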
Target sequence (P55212 24-179 limits assumed): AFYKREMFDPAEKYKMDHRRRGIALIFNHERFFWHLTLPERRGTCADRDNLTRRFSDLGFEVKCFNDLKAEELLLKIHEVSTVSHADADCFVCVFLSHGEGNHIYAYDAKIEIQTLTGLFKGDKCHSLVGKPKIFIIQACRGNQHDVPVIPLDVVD
Target sequence (P55212 194-293 limits assumed): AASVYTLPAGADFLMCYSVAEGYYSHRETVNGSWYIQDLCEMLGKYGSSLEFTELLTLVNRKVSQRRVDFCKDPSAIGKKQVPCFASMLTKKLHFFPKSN
ARNT TACC3 PPI – disruptors of ARNT/TACC3 protein interaction, primary screen, biochemical, AlphaScreen, single concentration; AID 623870, 2012; Transforming acidic coiled-coil-containing protein 3 (Homo sapiens), Q9Y6A5; inhibition, % at 9.99 µM; AlphaScreen His-ARNT PAS-B/GST-TACC3 binding, luminescence; TACC3 fragment carries E629A point mutation; 390,000 tested, 0.66% active;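 active = mean inhibition of replicates at least 50% and at least half of replicates each reaching 50%; inconclusive = half or more replicates reach 50% but mean below 50%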;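 note: 0% = complete ARNT plus TACC3 wells and 100% = ARNT alone without TACC3; many hits fall short of the cut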
The depositor's hits bear a star; ? = inconclusive; nt = not tested or not shown.

entry	molecule	SIRT5 block	DENV2 CPE rescue	PAX8 inh HTS	EWS-Fli block	LGR2 inh	Casp6 inh	ARNT TACC3 PPI
1	O=S(=O)(c1cccs1)N1CCCCN2[C@H](CO)[C@H](c3ccc(C4=CCCC4)cc3)[C@@H]2C1	2	46*	2	-16	-3	-4	3
2	O=C(C[C@H]1CC[C@H]2[C@@H](COC[C@H](O)CN2Cc2cccc(F)c2)O1)NCCc1ccncc1	-3	-8	-10	3	-4	-1	-3
3	O=C(NCN1CCOCC1)c1cnccn1	-1	12	0	3	-2	1	-9
4	CC(C)OC(=O)CC(=O)CC(O)c1cccc([N+](=O)[O-])c1 (centres undefined)	0	5	-1	-3	-3	-1	nt
5	O=C(/C=C(\Nc1cccc(Cl)c1F)c1ccccc1)c1ccccc1	nt	-8	-114	-71	-43	3	nt
6	CC(NC(=O)c1cccc(Br)c1)c1ccccc1 (centres undefined)	-4	1	13	6	17	0	7
7	O=C(CC1CC1)N[C@H]1CC[C@@H](CCNS(=O)(=O)c2ccc(F)cc2)O[C@H]1CO	12	-6	-7	1	14	-2	-16
8	CCC(=O)N1[C@@H]2c3ccc(-c4ccccc4)c(=O)n3C[C@H]1[C@H](CO)[C@H]2C(=O)N1CCCCC1	-30	?	-1	-1	4	1	-18
9	CN1C(=O)c2cc(NC(=O)c3cccc(C(F)(F)F)c3)ccc2OC[C@@H]2O[C@H](CC(=O)O)CC[C@H]21	-7	-4	-1	-8	-6	0	-1
10	CO[C@H]1CN(C)C(=O)c2cc(NC(=O)c3ccccc3)ccc2OC[C@@H](C)N(C(=O)C2CC2)C[C@@H]1C	3	6	nt	4	4	-5	2
11	C[C@H]1CN([C@@H](C)CO)C(=O)c2cc(C#CC3(O)CCCC3)cnc2O[C@@H]1CN(C)S(=O)(=O)c1ccc(F)cc1	-2	-2	2	-6	-8	2	-11
12	CNC[C@@H](C)NC[C@@H](Cc1ccccc1)NCCc1ccccc1	0	nt	-9	11	-11	-7	18
13	Oc1ccc(O)c(Cc2nc3ccccc3[nH]2)c1	1	-6	16	5	3	12	7
14	COC(=O)c1ccc(C(=O)Nc2ccc(F)cc2)cc1	5	-5	-119	-7	-82	-2	-4
15	CCC(C)C(NC(=O)C(CC(C)C)NC(=O)C(CO)NC(=O)C1CCC(=O)N1)C(=O)OC (centres undefined)	-3	0	-4	11	-2	-4	6
16	O=C(NCCc1ccccn1)C1CCN(S(=O)(=O)c2ccc(Cl)cc2)CC1	-1	7	0	6	0	1	-4
17	N#C[C@H]1[C@@H](c2ccccc2C2=CCCC2)[C@H](CO)N1C(=O)C1CCOCC1	1	-13	9	-2	5	0	nt
18	C[C@H](CO)N1C[C@H](C)[C@@H](CN(C)S(=O)(=O)c2ccc(Cl)cc2)OCCCC[C@H](C)Oc2ccc(NC(=O)NC3CCCCC3)cc2C1=O	11	-7	15	15	30	-1	-5
19	O=C(c1cccs1)N(c1cccc(Cl)c1)C1C=CS(=O)(=O)C1 (centres undefined)	-6	4	-14	5	3	-1	3
20	COc1ccc(CNc2ncc(-c3ccccc3)n2C)c(OC)c1OC	1	-1	-12	-2	8	1	7
21	O=C(CC12CC3CC(CC(C3)C1)C2)Nc1nncs1	0	2	nt	-2	1	0	nt
22	COC(=O)C[C@H]1CC[C@H]2[C@@H](COc3ccc(NC(=O)c4cncs4)cc3C(=O)N2C)O1	-2	-3	8	-8	-3	2	-3
23	Cc1ccc(CNC(=O)CN(CCc2ccccc2)S(C)(=O)=O)cc1	-2	nt	26	1	-11	2	4
24	CC(=O)c1ccccc1C(=O)N1CCCC(C(=O)c2ccc(C(F)(F)F)cc2)C1 (centres undefined)	-2	6	-83	-55	-44	1	1
25	C[C@H](CO)N1C[C@H](C)[C@@H](CN(C)C(=O)C2CCCCC2)Oc2ncc(C#Cc3ccccc3F)cc2C1=O	nt	nt	-3	3	6	nt	nt
26	CCOC(=O)c1ccc(NC(=S)N2CCCC2c2ccc(OC)c(OC)c2)cc1 (centres undefined)	11	-2	-7	1	-5	0	3
27	CCc1ccc(CN2CCC(n3nccc3NC(=O)c3ccccc3OC)CC2)o1	nt	9	8	-2	-2	-2	nt
28	C[C@H](CO)N1C[C@H](C)[C@@H](CN(C)C(=O)Nc2ccc(-c3cccs3)cc2)OCc2cnnn2CCCC1=O	0	?	58	-8	7	1	-6
29	COc1cc2[nH]c(C(=O)N3CCc4ccccc43)cc2c(OC)c1OC	3	?	-24	-47	-38	1	-6
30	Cc1oc(-c2cc(F)ccc2F)nc1CN1CCN(c2cnccn2)CC1	-6	-1	13	12	14	4	4
31	C/C=C1\COC(C(=O)NCc2ccccc2)(C(F)(F)F)C=C1C=C(C)C (centres undefined)	nt	-12	-21	-8	8	2	nt
32	CCn1cc(CNC(=O)c2ccc(OC3CCN(Cc4ccccn4)CC3)cc2)cn1	0	3	29	6	19	-3	1

Part of the list above in order of length of the SMILES, highest first.
entry	molecule	SIRT5 block	DENV2 CPE rescue	PAX8 inh HTS	EWS-Fli block	LGR2 inh	Casp6 inh	ARNT TACC3 PPI
18	C[C@H](CO)N1C[C@H](C)[C@@H](CN(C)S(=O)(=O)c2ccc(Cl)cc2)OCCCC[C@H](C)Oc2ccc(NC(=O)NC3CCCCC3)cc2C1=O	11	-7	15	15	30	-1	-5
28	C[C@H](CO)N1C[C@H](C)[C@@H](CN(C)C(=O)Nc2ccc(-c3cccs3)cc2)OCc2cnnn2CCCC1=O	0	?	58	-8	7	1	-6
22	COC(=O)C[C@H]1CC[C@H]2[C@@H](COc3ccc(NC(=O)c4cncs4)cc3C(=O)N2C)O1	-2	-3	8	-8	-3	2	-3
24	CC(=O)c1ccccc1C(=O)N1CCCC(C(=O)c2ccc(C(F)(F)F)cc2)C1 (centres undefined)	-2	6	-83	-55	-44	1	1
31	C/C=C1\COC(C(=O)NCc2ccccc2)(C(F)(F)F)C=C1C=C(C)C (centres undefined)	nt	-12	-21	-8	8	2	nt
26	CCOC(=O)c1ccc(NC(=S)N2CCCC2c2ccc(OC)c(OC)c2)cc1 (centres undefined)	11	-2	-7	1	-5	0	3
27	CCc1ccc(CN2CCC(n3nccc3NC(=O)c3ccccc3OC)CC2)o1	nt	9	8	-2	-2	-2	nt
29	COc1cc2[nH]c(C(=O)N3CCc4ccccc43)cc2c(OC)c1OC	3	?	-24	-47	-38	1	-6
19	O=C(c1cccs1)N(c1cccc(Cl)c1)C1C=CS(=O)(=O)C1 (centres undefined)	-6	4	-14	5	3	-1	3
23	Cc1ccc(CNC(=O)CN(CCc2ccccc2)S(C)(=O)=O)cc1	-2	nt	26	1	-11	2	4
20	COc1ccc(CNc2ncc(-c3ccccc3)n2C)c(OC)c1OC	1	-1	-12	-2	8	1	7
21	O=C(CC12CC3CC(CC(C3)C1)C2)Nc1nncs1	0	2	nt	-2	1	0	nt

Carrying on:
entry	molecule	SIRT5 block	DENV2 CPE rescue	PAX8 inh HTS	EWS-Fli block	LGR2 inh	Casp6 inh	ARNT TACC3 PPI
33	CCOC(=O)C1=C(C)Nc2ccccc2N=C1NC(=O)Cc1ccc(Br)cc1	0	-2	7	8	1	3	-3
34	COc1ccc(S(=O)(=O)N(C)C[C@H]2OCCCC[C@@H](C)Oc3ccc(NS(=O)(=O)c4c(C)noc4C)cc3C(=O)N([C@H](C)CO)C[C@H]2C)cc1	4	-3	77*	6	8	-1	3
35	CCCNC(=O)C1CC(=O)N(c2ccc(OCc3ccc(F)cc3)cc2)C1 (centres undefined)	-3	0	-69	-20	34	0	-13
36	O=C(Nc1ccc(S(=O)(=O)NC2=NCCCCC2)cc1)c1ccc(C(F)(F)F)cc1	-3	2	23	23	3	2	5
37	C[C@H](CO)N1C[C@H](C)[C@H](CN(C)CC2CCOCC2)Oc2cc(C3=CCCC3)ccc2S1(=O)=O	0	0	-12	3	8	nt	1
38	COc1cc(NC(=O)Cn2cnc3c(NCc4ccccc4)ncnc32)cc(OC)c1OC	0	?	0	4	-4	-2	-4
39	Cc1ccc(C2=NN(CC(=O)NCCC(C)C)C(=O)CC2)cc1	-6	-8	-1	1	10	-4	4
40	CC1CCN(C(=O)COC(=O)C23CC4CC(CC(O)(C4)C2)C3)CC1	-8	-5	-92	-27	-29	-4	nt
41	Cc1c(CCOC(=O)c2ccccc2)sc[n+]1CC(=O)c1ccc(Br)cc1	4	nt	nt	nt	-6	0	19
42	Cc1csc(NC(=O)CSc2nnc(Cc3cccn3C)n2CCc2ccccc2)n1	-6	?	5	-2	3	0	4
43	NC(CO)C12CC3CC(CC(C3)C1)C2 (centres undefined)	1	-2	-41	-4	10	-2	-5
44	CC(C)CNC(=O)Cn1c(=O)c2c(ncn2CC(C)C)n(Cc2ccccc2)c1=O	-3	-5	-2	-5	7	1	-6
45	CC(C)C(=O)N1N=C2CCCCC2C1(O)C(F)(F)F (centres undefined)	0	nt	1	9	-18	1	21
46	C[C@H](CO)N1C[C@H](C)[C@@H](CN(C)Cc2ccc(C(=O)O)cc2)Oc2c(NC(=O)c3ccc(-c4nccs4)cc3)cccc2C1=O	2	-2	nt	-4	0	-6	-4
47	O=C(CN1CCN(C(=O)c2cccc(-n3cnnn3)c2)CC1)Nc1ccccc1Cl	-1	-6	9	14	0	0	-4
48	O=C(CCN1C(=O)C2CCCCC2C1=O)Nc1nc2c(F)cc(F)cc2s1 (centres undefined)	-8	-8	-172	-57	-48	0	-8
49	O=C(CNC(=O)c1ccc(Br)o1)NNC(=O)c1ccccc1O	1	6	7	7	-19	-4	-30
50	CS(=O)(=O)N(CC(=O)N1CCCC1)c1ccc(Cl)c(Cl)c1	0	-2	nt	-2	10	-2	-14
51	O=C(C[C@H]1CC[C@@H]2[C@H](COC[C@H](O)CN2C(=O)C2CC2)O1)NCc1ccccc1Cl	1	2	-7	-2	8	0	-8
52	S=C(NC12CC3CC(CC(C3)C1)C2)N1CCOCC1	-3	nt	13	-4	-12	2	-33
53	Clc1cccc(-c2sc(Nc3ccccc3)n[n+]2-c2ccccc2)c1Cl	nt	nt	-7	1	13	nt	-1
54	COc1ccc(CNC(=O)C[C@H]2CC[C@H](NC(=O)c3cccc(F)c3)[C@@H](CO)O2)cc1	0	-5	-4	-3	-1	-2	29
55	CN[C@H]1C[C@@H](c2ccccc2Br)N(C(C)=O)C[C@H]1CO	-2	-7	-20	0	-16	-3	nt
56	C[C@H]1CN([C@@H](C)CO)C(=O)c2cc(-c3ccccc3F)cnc2O[C@H]1CN(C)C	3	8	nt	-8	0	-2	1
57	C=CCN(CC=C)S(=O)(=O)c1ccc(C(=O)Nc2sc3c(c2C(N)=O)CCCCC3)cc1	nt	nt	9	nt	-2	nt	-3
58	O=C(C[C@H]1CC[C@@H](NC(=O)c2ccc(F)cc2)[C@@H](CO)O1)NCCc1ccccc1	5	2	-8	-2	-5	-3	17
59	CC(C)NC(=O)N(C)C[C@H]1Oc2cc(C#C[C@H](C)O)ccc2S(=O)(=O)N([C@H](C)CO)C[C@@H]1C	-2	1	-26	-2	-12	2	2
60	COc1ccc(N(CC(=O)NCc2ccc(C)cc2)S(=O)(=O)c2ccccc2[N+](=O)[O-])c(OC)c1	-3	-4	11	6	nt	-1	1

Rewritten as labelled records: entries from further up
[58] O=C(C[C@H]1CC[C@@H](NC(=O)c2ccc(F)cc2)[C@@H](CO)O1)NCCc1ccccc1
  SIRT5 block: 5 | DENV2 CPE rescue: 2 | PAX8 inh HTS: -8 | EWS-Fli block: -2 | LGR2 inh: -5 | Casp6 inh: -3 | ARNT TACC3 PPI: 17
[59] CC(C)NC(=O)N(C)C[C@H]1Oc2cc(C#C[C@H](C)O)ccc2S(=O)(=O)N([C@H](C)CO)C[C@@H]1C
  SIRT5 block: -2 | DENV2 CPE rescue: 1 | PAX8 inh HTS: -26 | EWS-Fli block: -2 | LGR2 inh: -12 | Casp6 inh: 2 | ARNT TACC3 PPI: 2

Random draw from the library; overall some 4.9% were active at least once.
